SENP8 block-1: SENP8 protease inhibition. Q96LD8. purified SENP8, Z-RLRGG-aminoluciferin cleavage, luminescence. inhibition, % at 10 µM. hit rate 1.2% among 330,000. AID 2540; in the data active = inhibition above about 50%
Target sequence (Q96LD8 whole entry, looked up): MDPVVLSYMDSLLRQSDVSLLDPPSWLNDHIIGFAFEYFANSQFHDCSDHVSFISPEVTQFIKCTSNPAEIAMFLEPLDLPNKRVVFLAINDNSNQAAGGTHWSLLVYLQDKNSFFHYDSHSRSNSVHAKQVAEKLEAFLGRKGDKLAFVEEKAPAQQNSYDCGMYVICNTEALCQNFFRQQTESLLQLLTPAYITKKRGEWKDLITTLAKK
SENP1 FRET inh: blocks the human SENP1 SUMO protease catalytic domain; Q9P0U3; AID 624204; recombinant SENP1 catalytic domain, CyPet-SUMO1-YPet FRET cleavage; inhibition, % at 10 µM; hit rate 0.21% among 360,000;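 active = inhibition at least 30% at 10 µM, raw YFP signal under a set limit, fluorescence ratio 0.5 to 1.5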;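 note: 0% = enzyme with DMSO and 100% = no enzyme wells; some results filed as inactive read as strong as hits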
Target sequence (Q9P0U3 419-644 limits assumed): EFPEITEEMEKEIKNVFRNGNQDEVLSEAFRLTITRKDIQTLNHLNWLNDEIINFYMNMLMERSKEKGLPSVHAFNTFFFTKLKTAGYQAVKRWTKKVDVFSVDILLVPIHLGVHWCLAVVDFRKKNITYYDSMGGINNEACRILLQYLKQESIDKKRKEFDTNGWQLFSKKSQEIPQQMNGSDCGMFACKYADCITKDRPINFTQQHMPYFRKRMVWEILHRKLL
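Assay system – human recombinant His6-tagged SENP1 catalytic domain enzyme · Input – SENP1 enzyme, 20 pM final · Buffer or medium – Tris pH 8 buffer plus EDTA, NaCl, BME, BSA, NP40, catalase · Schedule – 50 min reaction at room temperature · Technique – FRET read of cyan and yellow fluorescence · Control set – no-enzyme wells low, DMSO-plus-enzyme wells high control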
SENP8 block-2: blocks human SENP8 cleavage of Nedd8 substrate | inhibition, % at 20 µM | AID 602440 | hit rate 0.64% among 360,000 | Q96LD8 | recombinant SENP8, Nedd8 substrate fluorescence; in the data active = inhibition mostly above about 40%, no sharp cut-off; inactive = mostly below about 27%
UBC13 inh: inhibitors of human UBC13 polyubiquitin chain formation. P61088. TR-FRET. inhibition, % at 20 µM. hit rate 0.47% among 330,000. AID 485273; in the data active = inhibition above about 45%, passing the limit was not always enough
Target sequence (P61088 whole entry, looked up): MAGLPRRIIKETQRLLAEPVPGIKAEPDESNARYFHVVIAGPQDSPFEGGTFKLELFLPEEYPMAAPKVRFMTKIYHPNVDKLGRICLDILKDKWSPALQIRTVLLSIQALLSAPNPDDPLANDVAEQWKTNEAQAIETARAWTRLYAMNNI
beta cell repl: MIN6 beta-cell proliferation induction; MIN6 cells proliferation, ATPlite luminescence, 48 h; cells starved in 0.2% serum; 100% = growth in 10% serum; proliferation, % at 10 µM; hit rate 0.29% among 330,000; AID 2380;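 active = compounds whose signal lies at least 3.5 SD above the mean of all wells on their plate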;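 note: 0% = DMSO-treated cells in low-serum medium and 100% = 10% serum control; some compounds called inactive have numbers as strong as hits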
SENP6 inh: blocks the human protease SENP6; hit rate 1.8% among 330,000; Recombinant SENP6 catalytic domain, aminoluciferin luminescence; inhibition, % at 10 µM; Q9GZR1; AID 2599;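 active = inhibition above about 50% at the single tested dose, limit read from the data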;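 note: plate controls were DMSO wells with enzyme for no effect and DMSO wells lacking enzyme for full effect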
SENP7 inh: SENP7 protease inhibition. hit rate 1.5% among 330,000. inhibition, % at 5 µM. AID 434973. recombinant SENP7, Z-RLRGG-aminoluciferin luminescence, 40 min;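 active = inhibition above about 50% at the single test dose, limit read from the data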;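 note: plate controls were DMSO with enzyme for no effect and no enzyme buffer wells for full effect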
Target sequence (Q9BQF6 706-1050 limits assumed): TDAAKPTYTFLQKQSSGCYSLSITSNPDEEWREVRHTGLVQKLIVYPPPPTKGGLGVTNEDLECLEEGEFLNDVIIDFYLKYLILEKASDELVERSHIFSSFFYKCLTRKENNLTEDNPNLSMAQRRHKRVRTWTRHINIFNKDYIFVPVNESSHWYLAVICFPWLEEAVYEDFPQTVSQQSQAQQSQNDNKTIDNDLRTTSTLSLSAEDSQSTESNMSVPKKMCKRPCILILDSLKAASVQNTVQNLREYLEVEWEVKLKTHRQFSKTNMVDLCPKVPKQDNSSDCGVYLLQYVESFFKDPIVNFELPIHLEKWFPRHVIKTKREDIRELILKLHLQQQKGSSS
HKDC1 inh: inhibitors of human hexokinase HKDC1; recombinant HKDC1, G6PDH/diaphorase resazurin coupled fluorescence; AID 493160; hit rate 0.16% among 340,000; inhibition, % at 20 µM;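 active = inhibition above about 35% when tested at 20 µM, limit read from the data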;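 note: plate controls were DMSO wells with enzyme for no effect and DMSO wells lacking enzyme for full effect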
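test system = in-house recombinant HK5 (HKDC1) enzyme | amount = HKDC1 at 5 µg/mL | control set = DMSO-enzyme wells negative, buffer-substituted wells positive | compound = one dose of 20 µM, 1% DMSO | schedule = reaction time 90 min, room temperature, protected from light | technique = resorufin fluorescence at 613 nm | reagent = glucose with 1 mM ATP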
PfGluPho inh: PfG6PD (Plasmodium falciparum) enzyme inhibition | inhibition, % at 20 µM | hit rate 0.78% among 350,000 | PfGluPho enzyme, NADPH resazurin-diaphorase fluorescence | AID 504690;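 active = inhibition reaching at least a set limit at 20 µM in the primary screen, cut at about 59% in these data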;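 note: 0% = DMSO wells with substrate and 100% = DMSO wells lacking glucose-6-phosphate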
Numbers without * were called inactive. A portion of the library; count on the stated rates, not on these rows.

Screening O=C(Nc1ccc(Cl)cc1)N1CC1 returned SENP1 FRET inh 2, SENP8 block-2 11, HKDC1 inh -5 and PfGluPho inh 2.
For CC(C)Nc1ccc(Nc2ccccc2)cc1 the results were SENP8 block-1 -2, SENP1 FRET inh 3, SENP8 block-2 19, UBC13 inh 3, beta cell repl -7, SENP6 inh 9, SENP7 inh 4, HKDC1 inh 11 and PfGluPho inh 106*.
`CCOC(=O)C1=C(N)Oc2c(c(=O)oc3ccccc23)C12C(=O)N(C)c1ccccc12` (stereo not drawn) gave SENP8 block-1 1, SENP1 FRET inh 2, SENP8 block-2 3, UBC13 inh 4, beta cell repl 0, SENP6 inh -15, SENP7 inh -3, HKDC1 inh -3 and PfGluPho inh 13.
For COc1ccc(NC(=O)c2cc([N+](=O)[O-])ccc2N2CCNCC2)cc1 the results were SENP8 block-1 2, SENP1 FRET inh 4, SENP8 block-2 12, UBC13 inh 0, beta cell repl 5, SENP6 inh 6, SENP7 inh 0, HKDC1 inh -5 and PfGluPho inh -16.
`CC1(C)N=C(c2ccccc2)[C@@H]2C(c3ccc([N+](=O)[O-])cc3)N21` (stereo partly drawn) gave SENP8 block-1 -12, SENP1 FRET inh 1, SENP8 block-2 21, UBC13 inh -30, beta cell repl 0, SENP6 inh -6, SENP7 inh -1, HKDC1 inh -1 and PfGluPho inh 6.
Screening COC(=O)Cn1cc(/C=C2\C(=O)NC(=O)N(c3ccccc3)C2=O)c2ccccc21 returned SENP8 block-1 1, SENP1 FRET inh 13, SENP8 block-2 20, UBC13 inh -20, beta cell repl -2, SENP6 inh -1, SENP7 inh -3, HKDC1 inh 1 and PfGluPho inh 2.
`CC(C(=O)O)N(C(=O)c1ccccc1)c1ccc(F)c(Cl)c1` (stereo not drawn) gave SENP8 block-1 -1, SENP1 FRET inh 2, SENP8 block-2 15, UBC13 inh -6, beta cell repl -2, SENP6 inh -22, SENP7 inh 0, HKDC1 inh -5 and PfGluPho inh 4.
COc1ccc(CC2(CCc3ccccn3)C(=O)NC(=O)N(c3ccccc3C)C2=O)cc1OC (stereo not drawn) was read as SENP8 block-1 3, SENP1 FRET inh 3, SENP8 block-2 -4, UBC13 inh 10, beta cell repl -2, SENP6 inh 11, SENP7 inh -1, HKDC1 inh -4 and PfGluPho inh 8.
Screening COc1cccc(-n2c(O)c(C=Nc3c(C)n(C)n(-c4ccccc4)c3=O)c(=O)[nH]c2=O)c1 returned SENP8 block-1 -15, SENP1 FRET inh 18, SENP8 block-2 -12, UBC13 inh -10, beta cell repl -3, SENP6 inh 5, SENP7 inh -5, HKDC1 inh -12 and PfGluPho inh 2.
Screening COc1cc(C2SCC(=O)Nc3c2c(=O)[nH]n3C2CCCCCC2)cc(OC)c1OC (stereo not drawn) returned SENP8 block-1 14, SENP1 FRET inh 2, SENP8 block-2 4, UBC13 inh 4, beta cell repl -1, SENP6 inh 0, SENP7 inh 3, HKDC1 inh 1 and PfGluPho inh -10.
For O=c1[nH]c(=S)[nH]c(O)c1N=Nc1ccc(S(=O)(=O)N2CCc3ccccc32)cc1 the results were SENP8 block-1 0, SENP1 FRET inh -1, SENP8 block-2 32, UBC13 inh -74, beta cell repl -5, SENP6 inh 5, SENP7 inh 2, HKDC1 inh -5 and PfGluPho inh 26.
Screening C=CCNC(=O)c1c(N)n(CCN2CCOCC2)c2nc3ccccc3nc12 returned SENP8 block-1 8, SENP1 FRET inh -20, SENP8 block-2 -270, UBC13 inh 3, beta cell repl 0, SENP6 inh -9, SENP7 inh -2, HKDC1 inh 8 and PfGluPho inh -9.
For Cc1ccc(OC(F)F)c(N2C(=O)C3C4CCC(O4)C3C2=O)c1 (stereo not drawn) the results were SENP8 block-1 -16, SENP1 FRET inh 1, SENP8 block-2 4, UBC13 inh 1, beta cell repl 0, SENP6 inh -10, SENP7 inh -2, HKDC1 inh -4 and PfGluPho inh 11.
COc1ccc2c(c1)[C@]13CCCCC1C(C2)N(C)CC3 (stereo partly drawn) was read as SENP8 block-1 0, SENP1 FRET inh 1, SENP8 block-2 2, UBC13 inh 6, beta cell repl -4, SENP6 inh 10, SENP7 inh -7, HKDC1 inh -8 and PfGluPho inh 0.
Screening CCOC(=O)[C@]12Cc3cc(Cl)ccc3[C@H]1N(Cc1ccccc1)C(=O)c1ccccc12 returned SENP1 FRET inh 0, SENP8 block-2 20, HKDC1 inh 6 and PfGluPho inh 26.
CC(=O)Cc1c[nH]c2ccccc12 was read as SENP8 block-1 -12, UBC13 inh -4, beta cell repl -1, SENP6 inh -11 and SENP7 inh -5.
Screening Cc1ccccc1-n1c(CNc2ccccc2)nc2ccccc2c1=O returned SENP8 block-1 5, SENP1 FRET inh 1, SENP8 block-2 -2, UBC13 inh 4, beta cell repl -3, SENP6 inh 6, SENP7 inh 8, HKDC1 inh 6 and PfGluPho inh 7.
CC(C)CCP(=O)(O)c1ccccc1 was read as SENP8 block-1 -5, SENP1 FRET inh 2, SENP8 block-2 18, UBC13 inh 12, beta cell repl -3, SENP6 inh 14, SENP7 inh 8, HKDC1 inh -10 and PfGluPho inh 4.
For O=C(NCCN1CCOCC1)c1ccc(Cl)nc1 the results were SENP8 block-1 -3, SENP1 FRET inh 0, SENP8 block-2 4, UBC13 inh -10, beta cell repl -2, SENP6 inh -16, SENP7 inh 7, HKDC1 inh 1 and PfGluPho inh 14.
Screening O=c1c2ccccc2nc(-c2ccccc2)n1-c1ccncc1 returned SENP8 block-1 -1, SENP1 FRET inh 3, SENP8 block-2 -1, UBC13 inh 3, beta cell repl -2, SENP6 inh 0, SENP7 inh -2, HKDC1 inh 2 and PfGluPho inh -6.
Cc1cc(OCC(=O)N2C[C@H]3C[C@@H](C2)c2cccc(=O)n2C3)c2c(C)c(C)c(=O)oc2c1 was read as SENP8 block-1 -7, SENP1 FRET inh -1, SENP8 block-2 -133, UBC13 inh 3, beta cell repl 4, SENP6 inh -19, SENP7 inh -2, HKDC1 inh 4 and PfGluPho inh -11.
For c1cncc(C2CCCCN2Cc2ccc3c(c2)OCO3)c1 (stereo not drawn) the results were SENP8 block-1 -7, SENP1 FRET inh 2, SENP8 block-2 10, UBC13 inh 2, beta cell repl 3, SENP6 inh 1, SENP7 inh -3, HKDC1 inh -7 and PfGluPho inh -3.
Screening COc1ccc(CN2C(=O)CC(=O)NC2=S)cc1 returned SENP8 block-1 4, SENP1 FRET inh -44, SENP8 block-2 18, UBC13 inh 1, beta cell repl -3, SENP6 inh 1, SENP7 inh 9, HKDC1 inh -3 and PfGluPho inh -19.
Screening COc1ccccc1Oc1c(C)oc2cc(OC(=O)N(C)C)ccc2c1=O returned SENP8 block-1 2, SENP1 FRET inh 1, SENP8 block-2 14, UBC13 inh -8, beta cell repl -1, SENP6 inh -16, SENP7 inh -1, HKDC1 inh -4 and PfGluPho inh -1.
CCOC(=O)C1CCN(/C=C2\C(=O)NC(=S)N(CC)C2=O)CC1 was read as SENP8 block-1 0, SENP1 FRET inh 2, SENP8 block-2 19, UBC13 inh -1, beta cell repl 2, SENP6 inh 2, SENP7 inh 4, HKDC1 inh 0 and PfGluPho inh -15.
For COc1cc2c(cc1OC)C13CCN4CC5CCOC6CC(=O)N2C1C6C5CC43 (stereo not drawn) the results were SENP1 FRET inh 3, SENP8 block-2 8, HKDC1 inh -6 and PfGluPho inh -2.
Screening Cn1cnc(CCN)c1 returned SENP8 block-1 -4, SENP1 FRET inh 2, SENP8 block-2 22, UBC13 inh -6, beta cell repl 0, SENP6 inh -10, SENP7 inh -8, HKDC1 inh -4 and PfGluPho inh -3.
`CCC(=Nc1ccc(OC)cc1OC)c1c(O)n(C2CCCCC2)c(=O)[nH]c1=O` gave SENP8 block-1 -5, SENP1 FRET inh -2, SENP8 block-2 6, UBC13 inh -9, beta cell repl -6, SENP6 inh 2, SENP7 inh 5, HKDC1 inh 6 and PfGluPho inh -17.
Screening COc1cc(C(=O)Nc2ccc(Br)cc2C(=O)c2ccccc2)cc(OC)c1OC returned SENP8 block-1 1, SENP1 FRET inh -4, SENP8 block-2 32, UBC13 inh 7, beta cell repl 3, SENP6 inh -2, SENP7 inh 2, HKDC1 inh -9 and PfGluPho inh -8.
`O=CC(Br)P(=O)(N1CCOCC1)N1CCOCC1` (stereo not drawn) gave SENP8 block-1 -6, SENP1 FRET inh 0, SENP8 block-2 22, UBC13 inh -11, beta cell repl -3, SENP6 inh -8, SENP7 inh 0, HKDC1 inh -5 and PfGluPho inh 26.
`CCC(=NC(C)c1ccccc1)c1c(O)[nH]c(=O)[nH]c1=O` (stereo not drawn) gave SENP8 block-1 -3, SENP1 FRET inh 1, SENP8 block-2 14, UBC13 inh 2, beta cell repl 2, SENP6 inh -5, SENP7 inh 3, HKDC1 inh -3 and PfGluPho inh 5.
`Cc1ccc(S(=O)(=O)N(c2cc(Cl)c(O)c(Cl)c2)P(=O)(OC(C)C)OC(C)C)cc1` gave SENP8 block-1 -7, SENP1 FRET inh -2, SENP8 block-2 -2, UBC13 inh -5, beta cell repl -2, SENP6 inh -12, SENP7 inh -2, HKDC1 inh -13 and PfGluPho inh 17.
`CN1C(=O)C(Cc2ccc3c(c2)OCO3)C(=O)N(C)C1=O` gave SENP8 block-1 7, UBC13 inh -7, beta cell repl 3, SENP6 inh 4 and SENP7 inh 6.
`CCC(=O)c1ccc(OCC(=O)N2CCN(CC(=O)Nc3ccccc3C(F)(F)F)CC2)cc1` gave SENP8 block-1 6, SENP1 FRET inh 0, SENP8 block-2 11, UBC13 inh 3, beta cell repl -3, SENP6 inh -1, SENP7 inh 4, HKDC1 inh -3 and PfGluPho inh -1.
O=c1cccc2n1CC1CC2CN(C(c2cccc(F)c2)c2sc3ncnn3c2O)C1 (stereo not drawn) was read as SENP8 block-1 -2, SENP1 FRET inh 2, SENP8 block-2 12, UBC13 inh 6, beta cell repl -1, SENP6 inh -13, SENP7 inh -1, HKDC1 inh -3 and PfGluPho inh 2.
CC(=O)Nc1ccc(C(=O)C(Cc2ccccc2)N(C)C)cc1 (stereo not drawn) was read as SENP8 block-1 5, SENP1 FRET inh -65, SENP8 block-2 0, UBC13 inh -4, beta cell repl -2, SENP6 inh 0, SENP7 inh 5, HKDC1 inh -1 and PfGluPho inh -3.
CCN(CC)CCCN=C(C)c1c(O)n(-c2ccccc2)c(=O)[nH]c1=O was read as SENP8 block-1 -4, SENP1 FRET inh 1, SENP8 block-2 3, UBC13 inh -4, beta cell repl 1, SENP6 inh 6, SENP7 inh 5, HKDC1 inh -7 and PfGluPho inh 5.
`Cc1ccsc1/C=C1\C(=O)NC(=S)N(C)C1=O` gave SENP8 block-1 4, SENP1 FRET inh -35, SENP8 block-2 10, UBC13 inh -2, beta cell repl -6, SENP6 inh -4, SENP7 inh -6, HKDC1 inh 5 and PfGluPho inh 37.

Random excerpt: 2 entries already listed
Screening COc1cc(C(=O)Nc2ccc(Br)cc2C(=O)c2ccccc2)cc(OC)c1OC returned SENP8 block-1 1, SENP1 FRET inh -4, SENP8 block-2 32, UBC13 inh 7, beta cell repl 3, SENP6 inh -2, SENP7 inh 2, HKDC1 inh -9 and PfGluPho inh -8.
`CCC(=NC(C)c1ccccc1)c1c(O)[nH]c(=O)[nH]c1=O` (stereo not drawn) gave SENP8 block-1 -3, SENP1 FRET inh 1, SENP8 block-2 14, UBC13 inh 2, beta cell repl 2, SENP6 inh -5, SENP7 inh 3, HKDC1 inh -3 and PfGluPho inh 5.

Source: PubChem
